IP6K1 inhibitor: blocks human inositol hexakisphosphate kinase 1 | IP6K1 kinase, ADP-Glo luminescence, 2 h; hits give low values | activity change, % (series mostly up to about 58 µM) | 140,000 tested, 0.81% active; in the data active = activity change below about -25%
Target sequence (Q92551 whole entry, looked up): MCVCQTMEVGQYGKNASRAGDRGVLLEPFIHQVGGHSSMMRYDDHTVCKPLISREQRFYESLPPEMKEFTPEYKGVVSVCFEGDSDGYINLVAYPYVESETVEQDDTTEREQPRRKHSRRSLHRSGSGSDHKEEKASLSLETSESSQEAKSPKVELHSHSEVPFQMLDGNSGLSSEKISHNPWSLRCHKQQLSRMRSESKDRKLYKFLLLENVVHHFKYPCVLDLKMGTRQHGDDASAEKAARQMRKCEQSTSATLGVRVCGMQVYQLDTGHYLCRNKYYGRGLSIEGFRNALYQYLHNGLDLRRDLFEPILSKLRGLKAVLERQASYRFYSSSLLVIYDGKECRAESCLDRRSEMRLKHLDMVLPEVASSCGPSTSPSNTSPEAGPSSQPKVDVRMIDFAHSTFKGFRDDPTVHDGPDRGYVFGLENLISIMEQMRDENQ
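ADP-Glo luminescence measures ADP made by human IP6K1 during a 2 h RT reaction with ATP/IP6 (mix at 1.3 mM/130 uM); top library doses 57.5 and 19.1 uM final.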
HEK293 viab: cell viability loss counter-screen; HEK-293-SNCA-luc viability, GF-AFC fluorescence, 24 h; Potency, µM (highest dose often 57.1 µM), without a hit: top-dose activity change, negative = cytotoxicity, hits mostly cytotoxic; 150,000 tested, 0.12% active;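 also: potency is read from the fitted curve at half-maximal effect; 0% = DMSO-treated cells and -100% = medium-only wells without cells; nearly all actives have a fitted effect of over 30% in size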
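Cytotoxicity counterscreen: after 24 h compound treatment of genome-edited SNCA-luciferase HEK-293 cells, live-cell protease substrate GF-AFC read by fluorescence after 30 min; activity scaled between DMSO (0%) and medium-only (-100%), curves Hill-fitted.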
GPT2 inhibitor: blocks human glutamate pyruvate transaminase 2; Q8TD30; Recombinant GPT2, coupled pyruvate oxidase/HRP Amplex Red fluorescence; Potency, µM (doses to about 57.7 µM), inactives show at the top dose activity change, negative = inhibition, most hits filed as inhibitors; 100,000 tested, 0.25% active; AID 1671188; also: potency is read from the fitted curve at half-maximal effect; nearly all actives have a fitted effect of over 60% in size; many of its hits are not listed in these tables
Target sequence (Q8TD30 whole entry, looked up): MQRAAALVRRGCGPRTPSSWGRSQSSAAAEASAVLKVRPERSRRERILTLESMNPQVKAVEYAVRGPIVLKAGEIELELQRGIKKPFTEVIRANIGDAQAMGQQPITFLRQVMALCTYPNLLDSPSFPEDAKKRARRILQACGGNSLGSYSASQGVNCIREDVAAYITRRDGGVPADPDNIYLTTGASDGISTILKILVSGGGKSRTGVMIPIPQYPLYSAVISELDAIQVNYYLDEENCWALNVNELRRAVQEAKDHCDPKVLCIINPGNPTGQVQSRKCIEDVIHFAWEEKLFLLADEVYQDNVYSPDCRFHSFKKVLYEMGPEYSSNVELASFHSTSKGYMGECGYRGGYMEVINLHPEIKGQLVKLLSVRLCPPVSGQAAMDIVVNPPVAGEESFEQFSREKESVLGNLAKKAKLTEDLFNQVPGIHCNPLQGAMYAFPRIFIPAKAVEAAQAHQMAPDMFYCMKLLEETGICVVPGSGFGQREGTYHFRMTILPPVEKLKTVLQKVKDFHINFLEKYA
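Fluorescence read-out: pyruvate from GPT2 turnover coupled to pyruvate oxidase, HRP and Amplex Red (0.2mM ThPP, 0.2U/mL PO and HRP, 50uM Amplex final). Substrates 250uM a-KG, 2mM L-alanine; enzyme 10ng/uL; 30 min RT.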
HEK cytotox: HEK 293 cell cytotoxicity; AID 1345083; 94,000 tested, 6.6% active; HEK 293 viability, ATP luminescence (CellTiter-Glo), 48-72 h; Potency, µM (series often up to 115 µM), for the others: at the top dose activity change, negative = cytotoxicity, most hits filed as inhibitors; also: potency is read from the fitted curve at half-maximal effect; nearly all actives have a fitted effect of over 60% in size
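Cells seeded first (HEK 293, 250 cells/well), then compound added by pintool. Incubation ran 48 or 72 hr at 37 degree Celsius. CellTiter-Glo was added and luminescence imaged after 10 min at room temperature.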
SNCA expr inhib: inhibitors of alpha-synuclein (SNCA) gene expression; HEK-293 SNCA-luciferase knock-in, luminescence, 24 h; Potency, µM (highest dose often 57.2 µM), for the others: at the highest dose activity change, negative = inhibition, most hits filed as inhibitors; 140,000 tested, 0.17% active; AID 1671194;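 also: potency is read from the fitted curve at half-maximal effect; plate controls were DMSO cells for no effect and cell-free wells for full effect; nearly all actives have a fitted effect of over 45% in size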
FLuc inh: Photinus pyralis luciferase inhibition | 76,000 tested, 2.5% active | purified P. pyralis luciferase, luminescence, biochemical | Potency, µM (series often up to 115 µM), without a hit: top-dose activity change, negative = inhibition, most hits filed as inhibitors; also: potency is read from the fitted curve at half-maximal effect; nearly all actives have a fitted effect of over 65% in size
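Luminescence read by CCD imager after adding enzyme (10nM final) to wells holding compound, titrated in qHTS. Substrates 10uM each D-luciferin and ATP; buffer 50mM Tris acetate pH 7.5, 10mM Mg acetate, Tween-20, BSA.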
NIH3T3 tox: NIH 3T3 cell cytotoxicity; NIH 3T3 viability, CellTiter-Glo ATP luminescence, 48-72 h; Potency, µM (series often up to 96.7 µM), for inactives: at the top dose activity change, negative = cytotoxicity, actives largely listed as inhibitors; 94,000 tested, 4.3% active; AID 1345082; also: potency is read from the fitted curve at half-maximal effect; nearly all actives have a fitted effect of over 55% in size
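Cytotoxicity was measured by CellTiter-Glo ATP luminescence after 48 or 72 h compound exposure at 37 °C. Mouse NIH 3T3 fibroblasts were seeded at 400 cells/well and dosed by 23 nL pin transfer.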
An asterisk follows results filed as active; i = inactive; u = inconclusive; x = not tested or not shown; & = joins results of further samples; [ ] = another dose, or the depositor's remark. Unless noted, calls follow the shape of the dose curve; as a rule, active = well fitted curve in the direction sought with a large enough effect; inconclusive = small, poorly fitted or top-dose-only effect, or another doubt; inactive = no such curve, though single readings can be large; an effect the other way counts as inactive or inconclusive. Unless noted, % is scaled to controls: 0 for no effect and ±100 for the full control effect. Not all compounds are listed; count on the stated rates, not on these rows.

SMILES	IP6K1 inhibitor	HEK293 viab	GPT2 inhibitor	HEK cytotox	SNCA expr inhib	FLuc inh	NIH3T3 tox
O=S(=O)(Cc1ccccc1)N1CCC(N2CC(OCC3CC3)C23CCOCC3)CC1 (centres undefined)	29	-3%	-13%	u	-1%	7%	-15%
O=C(Nc1ccc(Cl)cc1F)c1cnc2sc(N3CCOCC3)nn2c1=O	-7	2%	x	x	-8%	x	x
Cc1nc(C2CC2)ncc1C(=O)N1CCC2(CC1)NC(=O)CC2C(=O)O (centres undefined)	1	0%	-24%	-12%	-12%	-2%	0%
COCCC(=O)N1CCCN(CCc2ccccc2)c2ccccc21	-4	2%	i	u	-17%	-6%	u
CCOCc1nc(C2CCCN2C(=O)Nc2ccsc2C(=O)OC)no1 (centres undefined)	-5	-23%	i	u	-26%	-4%	-22%
COc1ccc(S(=O)(=O)N(CC(=O)Nc2cccnc2)c2ccc(C)cc2)cc1OC	-12	19%	x	x	48%[activator]	x	x
Cc1nnc(NC(=O)c2nc(S(=O)(=O)Cc3ccccc3)ncc2Cl)s1	-35*	u	x	x	u	x	x
COc1ccc(CN2CCCC3(CC(c4ccccc4)=NO3)C2)cc1 (centres undefined)	-2	-1%	4%	u	16%	x	-24%
COCCC(=O)N1CC(Oc2ccc(-c3noc(-c4ccccc4)n3)cc2)C1	17	-14%	0%	22µM*	28%	13µM*	u
COCCCNC(=O)c1ccnc(-c2nnc3ccc(N(C)C)nn23)c1	-20	-2%[87.6 µM]	i	i	-6%[87.6 µM]	-13%[172 µM]	u
COc1ccc(C)cc1NS(=O)(=O)c1c(C(=O)N2CCC(C)CC2)c(C)n(C)c1C	-8	-19%	x	x	8%	x	x
CC(=O)C=C=C1C(C)(C)CC(O[C@@H]2O[C@H](CO)[C@@H](O)[C@H](O)[C@H]2O)CC1(C)O (some centres undefined)	7	-7%	3%[27.3 µM]	x	x	x	x
Cc1ccc(-n2c(=O)c3c(cc(C)n3C)n(CC(=O)Nc3ccccc3F)c2=O)cc1	-5	-28%	-3%	-1%	-4%	6%	u
Cc1ccc(-n2c(C3CCN(C(=O)Cc4ccccc4Cl)CC3)n[nH]c2=O)cc1	2	-5%	i	-1%	-12%	3%	u
CCCN(CCC)C(=O)c1cc2c(=O)n3cccc(C)c3nc2n1C	11	u	x	x	-28%	x	x
Cc1noc(C2CCCCCN2C(=O)CC2CCCC2)n1 (centres undefined)	13	-13%	5%	-11%	1%	-1%	-17%
CC(C)Oc1ccc(CN2C(=O)C3(CCOCC3)CC2c2nnnn2C(C)(C)C)cc1 (centres undefined)	10	u	-7%	2%	1%	-12%	-29%
O=C([C@@H]1C[C@H](Oc2cccnc2)CN1S(=O)(=O)Cc1ccccc1F)N1CCCC1	-2	-22%	i	-1%	19%	6%	u
CN(C)C(=O)N1CCC2(CC1)CC(=O)N(c1ccccc1)c1ccccc1O2	2	6%	0%	-3%	9%	-6%	-8%
CC(C)CC(=O)N[C@H](C)c1onc(-c2ccc(Cl)cc2)c1C(=O)O	6	14%[87.6 µM]	5%[88.5 µM]	-6%[172 µM]	-13%[87.6 µM]	2%[172 µM]	-2%[138 µM]

Compounds listed so far that contain a COOH group (two):
SMILES	IP6K1 inhibitor	HEK293 viab	GPT2 inhibitor	HEK cytotox	SNCA expr inhib	FLuc inh	NIH3T3 tox
Cc1nc(C2CC2)ncc1C(=O)N1CCC2(CC1)NC(=O)CC2C(=O)O (centres undefined)	1	0%	-24%	-12%	-12%	-2%	0%
CC(C)CC(=O)N[C@H](C)c1onc(-c2ccc(Cl)cc2)c1C(=O)O	6	14%[87.6 µM]	5%[88.5 µM]	-6%[172 µM]	-13%[87.6 µM]	2%[172 µM]	-2%[138 µM]

Additional structures.
SMILES	IP6K1 inhibitor	HEK293 viab	GPT2 inhibitor	HEK cytotox	SNCA expr inhib	FLuc inh	NIH3T3 tox
Cc1ccccc1Nc1nc(-c2cccc(Cl)c2)c2c(n1)-c1ccccc1OC2	-12	-3%	x	x	6%	x	x
COc1ccc(-c2cc(N3CCCN(C(=O)c4ccccc4Cl)CC3)n[nH]2)cc1	4	-19%	-24%	u	26%	-4%	-14%
CN1CC(=O)N(C2CCCNC2)Cc2c(NCC(C)(C)C)ncnc21 (centres undefined)	-14	3%	-3%	i	-34%	x	0%
CCCC(=O)N1CCC2(CC1)SCC(=O)N2c1ccc(F)cc1	10	11%	i	-22%	10%	-11%	-18%
COc1ccc(C2(C(=O)NCCc3ncc(C)n3Cc3ccc(F)cc3)CC2)cc1	-4	-20%	i	u	-27%	4%	u
Cc1ccc(-c2nccn3cc(C(=O)N4CCN(c5ncccn5)CC4)nc23)cc1	23	1%	3%	3%	-10%	-11%	-10%
O=C(COc1ccccc1Cl)N1CCCC(O)(CN2CCCC2)C1 (centres undefined)	17	-22%	-3%	-7%	-10%	4%	i
CN1C[C@@H]2CCCN3CCC[C@@H]([C@H]23)[C@H]1CCCC(=O)NCCCN1CCc2ccccc2C1	5	-26%	u	u	-28%	-2%	u
COc1ccccc1C(=O)N1CCC2(CC1)NC(=O)N(Cc1ccc(C)cc1)C2=O	-4	-2%	-12%	-6%	9%	10%	-13%
O=C(O)C[C@@H]1CCN(C(=O)C2CCCC2)C[C@@H]1CCN1CCN(c2ccccn2)CC1	3	0%[87.6 µM]	5%[88.5 µM]	-6%[172 µM]	u	-7%[172 µM]	-23%[174 µM]
Cc1ccc(NC(=O)Cn2cc(S(=O)(=O)Cc3ccccc3)c3ccccc32)cc1C	21	u	x	x	u	x	x
CCn1c(=O)cc(SCC(=O)NCc2ccc(F)cc2Cl)c2ccccc21	1	2%	x	x	-23%	x	x
COc1ccccc1C(=O)Nc1c(C(=O)Nc2cc(Cl)ccc2C)sc2nc(C)cc(C)c12	-8	13%	x	x	-12%	x	x
CCOC(=O)[C@@H]1[C@@H](OC)C(=O)N(C)C12CCN([S+](=O)([O-])c1ccc(C(C)=O)cc1)CC2	-12	x	x	3%	x	x	u
CCCCC(=O)OC1=C(C(C)=O)N(Cc2ccccc2)S(=O)(=O)c2ccccc21	0	-6%	x	x	5%	x	x
Cc1ccc(OCCSc2nc3ccc(NC(=O)c4ccc(F)cc4)cc3s2)cc1	20	-3%	x	x	-12%	x	x
COc1ccc(C2Cn3nnc(C(=O)N4CCN(C(=O)c5ccccc5Cl)CC4)c3CO2)cc1 (centres undefined)	6	-14%	-11%	u	-4%	-3%	u
Cc1nc(C)c2c(n1)N(Cc1ccc(-c3ccccc3-c3nn[nH]n3)cc1)C(=O)CC2	3	-17%	i	x	x	x	x
CC(C)CC(=O)N1CCc2[nH]nc(C(=O)NCCCc3ccccc3)c2C1	-18	11%	-25%	u	-19%	-1%	u
O=C(c1ccccc1Cl)N1CCn2c(nn(-c3ccc(F)cc3)c2=O)C1	-3	-16%[87.6 µM]	i	u	-22%[87.6 µM]	-5%[172 µM]	-21%[138 µM]

Carrying on:
SMILES	IP6K1 inhibitor	HEK293 viab	GPT2 inhibitor	HEK cytotox	SNCA expr inhib	FLuc inh	NIH3T3 tox
O=C(CNC(=O)c1ccc(-c2cnc3ccccc3c2)cc1)NCc1cccc(F)c1	4	-12%	u	u	7%	x	-29%
COc1ccc(N2C(=O)CSC23CCN(C(=O)CC(C)C)CC3)cc1	-9	1%	i	i	-11%	-1%	u
Cc1nn2c(=O)cc(COC(=O)c3cccc(NC(=O)COc4ccccc4Cl)c3)nc2s1	-2	-4%	x	x	2%	x	x
NC(=O)[C@@H]1CN(C(=O)Cc2ccccc2)C[C@H]1COc1ccccc1	-6	13%	-2%	-12%	19%	-10%	-12%
COc1ccc(N2CCN(C(=O)c3ccc4nc(N5CCC(C)CC5)sc4c3)CC2)cc1	-9	-16%	x	x	173%[activator]	x	x
CN(Cc1ccccc1)S(=O)(=O)c1nnc(NC(=O)c2ccccc2Cl)s1	3	21%	x	x	26%	x	x
Cc1nc(C)c(CCNS(=O)(=O)c2ccc(F)cc2)s1	-8	2%	x	x	28%	x	x
COCc1ccc(C(=O)N2CCC3(CC2)CC(c2ccccc2)C(=O)N(C)C3)o1 (centres undefined)	0	-2%	-3%	-10%	6%	-4%	i
CCN(CC)C(=O)C1=C(C)N=C2SC=C(CC(=O)NCc3ccccc3)N2C1c1ccccc1F (centres undefined)	8	-1%	i	u	7%	-5%	-18%
O=C(c1ccc(Cl)cc1)N1CCOCC12CCN(CCc1ccccc1)CC2	19	-20%[87.6 µM]	-11%[88.5 µM]	u	-4%[87.6 µM]	-3%[172 µM]	u
Cc1c(C(=O)N2CCN3C(=O)CNC(=O)C3C2)cnn1-c1ccccn1 (centres undefined)	5	2%	i[11.5 µM]	-1%	46%[activator]	-4%	-7%
Cc1cc(C(=O)NCc2ccc(F)cc2)c2c(C3CCCNC3)noc2n1 (centres undefined)	2	6%	i	-14%	8%	x	-6%
O=C(NCc1ccc(F)cc1)c1ccc2nnc(C3CCOCC3)n2c1	3&7	x	x	-1%&-10%	x	x	-13%&-33%
COC(=O)Cc1c(C)c2ccc3c(c2oc1=O)CN(Cc1ccc(C)cc1)CO3	2	u	x	x	23%	x	x
O=C(Nc1ccc2c(c1)OCCO2)N1CCC2(CC1)CC(N1CCCC1)CCO2 (centres undefined)	-6	-3%	1%	12%	116%[activator]	6.3µM*	i
CC(C)CCNC(=O)c1cc(-c2ccncc2)cn1C	-12	-8%	i	u	u	-7%	u
COCCCN(CCC(=O)NCCOC)C(=O)c1cc(C)oc1C	-15	1%	i	3%	15%	2%	4%
CC(C)N1C(=O)C2(CCCC2)C1C(=O)NCc1cccc(C(F)(F)F)c1 (centres undefined)	-9	2%	i	-4%	-23%	-1%	-14%
CCC(C(=O)O)c1ccc(N2Cc3ccccc3C2=O)cc1 (centres undefined)	13	-24%[23.9 µM]	i	x	17%[25.6 µM]	x	x
COc1cc2c(cc1OC)C(COc1ccc3c(C)cc(=O)oc3c1)N(C(=O)C(C)C)CC2 (centres undefined)	24	1%	x	x	-10%	x	x
Cc1ccc(N(CC(=O)NCc2ccc(OC(C)C)cc2)S(=O)(=O)N(C)C)cc1	-7	-21%	x	x	-16%	x	x

Screens as filed in PubChem BioAssay.
